SIRT5 block: sirtuin-5 (human) deacylase inhibition | Purified SirT5, succinyl-peptide AMC, trypsin-coupled fluorescence | inhibition, % at 15 µM | 1.1% of 330,000 active | AID 652115; in the data active = inhibition above about 15%; inconclusive = no clear call, values can overlap the other calls
Target sequence (Q9NXA8 whole entry, looked up): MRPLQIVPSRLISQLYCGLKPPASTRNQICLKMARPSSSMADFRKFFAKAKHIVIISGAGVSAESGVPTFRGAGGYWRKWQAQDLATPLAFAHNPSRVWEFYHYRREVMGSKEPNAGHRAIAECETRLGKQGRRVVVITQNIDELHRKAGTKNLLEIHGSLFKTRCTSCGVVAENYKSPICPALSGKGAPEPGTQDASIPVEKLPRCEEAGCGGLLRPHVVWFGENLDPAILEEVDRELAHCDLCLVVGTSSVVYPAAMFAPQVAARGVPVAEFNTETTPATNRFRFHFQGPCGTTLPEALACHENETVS
ERp5 inh: ERp5 (human) disulfide isomerase inhibition; Q15084; ERp5 insulin aggregation, absorbance 650 nm, 90 min; inhibition, % at 9.99 µM; 0.05% of 350,000 active; AID 651711;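 active = mean replicate inhibition above about 25%, with every replicate also reaching it, limit read from the data, passing the limit was not always enough; inconclusive = only one of those two criteria met; inactive = neither criterion met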
Target sequence (Q15084 whole entry, looked up): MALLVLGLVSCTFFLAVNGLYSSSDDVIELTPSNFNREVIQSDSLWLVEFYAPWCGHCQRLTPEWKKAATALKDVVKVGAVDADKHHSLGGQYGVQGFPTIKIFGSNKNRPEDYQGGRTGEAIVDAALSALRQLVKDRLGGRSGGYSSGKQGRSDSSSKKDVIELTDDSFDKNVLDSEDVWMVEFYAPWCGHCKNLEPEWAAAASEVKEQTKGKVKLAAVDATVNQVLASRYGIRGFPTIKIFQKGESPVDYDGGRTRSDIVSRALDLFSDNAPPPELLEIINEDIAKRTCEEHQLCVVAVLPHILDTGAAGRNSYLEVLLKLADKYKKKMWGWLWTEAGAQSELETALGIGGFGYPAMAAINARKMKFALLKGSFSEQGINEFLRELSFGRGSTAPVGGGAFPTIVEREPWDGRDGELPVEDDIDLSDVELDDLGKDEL
C2C12 statin: suppression of simvastatin myotoxicity. 0.78% of 330,000 active. rescue of ATP level, % at 7.49 µM. C2C12 myotubes + simvastatin, ATP luminescence, 48 h; scaled: DMSO 0, geranylgeraniol control 100;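 active = mean ATP rescue above about 67%, or every replicate alone reaching that limit, limit read from the data, passing the limit was not always enough; inconclusive = no clear call, values can overlap the other calls; inactive = mean under the limit and some replicate under it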;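 also: myotubes were challenged with 10 µM simvastatin during compound exposure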
ARNT-TACC3 inh: disrupts binding between human ARNT and TACC3. Q9Y6A5. AlphaScreen His-ARNT PAS-B/GST-TACC3 binding, luminescence; TACC3 fragment carries E629A point mutation. inhibition, % at 9.99 µM. 0.66% of 390,000 active;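 active = mean inhibition of replicates at least 50% and at least half of replicates each reaching 50%; inconclusive = half or more replicates reach 50% but mean below 50%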;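 also: 0% = complete ARNT plus TACC3 wells and 100% = ARNT alone without TACC3; many hits fall short of the cut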
Cneo AK release: causes C. neoformans cell lysis; adenylate kinase release luminescence, 4 h; normalised: neutral wells 0, clomiphene wells 100; lysis activity, % at 15 µM; 0.2% of 360,000 active;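 active = mean lysis activity across replicates of at least 80%, whatever share of replicates individually reach that level; inactive = mean lysis activity below 80%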
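Material – log-phase Cryptococcus neoformans yeast cells · Input – 5 × 10^6 yeast cells/mL · Medium – fresh YPD growth medium · Doses – single compound concentration per well · Timing – static 4 h at 37 °C with compound, 1 h detection · Detection – adenylate kinase release luminescence · Read-out – signal increase indicating cell lysis · Control set – Clomiphene as positive lysis control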
miR-122 sensor: miR-122 inhibition in Huh7 cells. Huh7 miR-122 Renilla luciferase sensor, 48 h; neutral wells = 0, positive control = 100. activation (reporter increase), % at 12.5 µM. 0.3% of 340,000 active. AID 602342;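 active = mean replicate activation score at least 90 and every replicate individually at or above 90; inconclusive = only one of the two criteria met; inactive = neither criterion met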;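 also: higher luciferase means less miR-122 activity so hits act as miR-122 inhibitors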
esBAF inh: SWI/SNF esBAF complex inhibition | mouse ES cells, Bmi1-luciferase knock-in reporter, 24 h; 100% = twice the neutral-well signal | reporter increase, % at 12.5 µM | 2% of 350,000 active | AID 602393; in the data active = activation above about 40%; inconclusive = no clear call, values can overlap the other calls;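 also: 0% = median of the plate's neutral control wells and 100% = double that signal; a rise in the Bmi1 reporter signal indicates esBAF inhibition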
* hit, by the source's call; ? = inconclusive; nt = no result given; & = joins results of further samples; [ ] = dose if it differs, or a comment.

mol,SIRT5 block,ERp5 inh,C2C12 statin,ARNT-TACC3 inh,Cneo AK release,miR-122 sensor,esBAF inh
C[C@H]1CN([C@@H](C)CO)C(=O)Cc2cc(NS(=O)(=O)c3ccc(F)cc3)ccc2O[C@@H]1CN(C)C(=O)Nc1ccc(C(F)(F)F)cc1,1,-8,12,1,0,-4[16.7 µM],1
CC(C)n1ncc2c(C(=O)Nc3ccc(CC#N)cc3)cc(C3CC3)nc21,1,-3,-3,-2,0,nt,-1
O=C(COC(=O)c1cccc(Cl)c1)NC1CCS(=O)(=O)C1 (stereo unspecified),0,-14,20,-7,-1,-8,-7
CC(C)CCCC(C)NS(=O)(=O)Cc1ccccc1 (stereo unspecified),nt,nt,26,-5,-1,-6,5
CCN1CCn2c1nc(N1CCOCC1)nc2=O,-3,-9,5,-19,7,7,6
Cc1cccc(/C(N)=N/OC(=O)c2ccc3c(c2)OCO3)c1,nt,nt,nt,-3,-8,-7,nt
C=CCc1cccc(CNc2c(C)n(C)n(-c3ccccc3)c2=O)c1O,nt,nt,8,2,-2,0,-6
C[C@H](CO)N1C[C@H](C)[C@H](CN(C)C(=O)Nc2ccccc2F)Oc2cc(-c3ccc(F)cc3)ccc2S1(=O)=O,-4,3,-59,-9,3,-6[16.7 µM],-5
CCNS(=O)(=O)c1ccc(NC(=O)Nc2cc(C)ccc2OC)cc1,-3,-2,-41,-6,-2,9,-1
CCC(=O)Nc1nnc(SCC(=O)Nc2ccc(F)cc2)s1,nt,nt,9,-4,-1,-9,-4
C[C@@H]1CN([C@@H](C)CO)C(=O)c2cc(C#CC3(O)CCCC3)cnc2O[C@H]1CN(C)C(=O)C1CCC1,-2,3,8,-2,-4,-6[16.7 µM],2
COc1ccc(N2CCN(S(=O)(=O)c3ccc(-n4cnnn4)c(C)c3)CC2)cc1,4,-3,nt,-13,nt,nt,nt
O=C(NCc1ccco1)C1CC(c2ccccc2O)=NO1 (stereo unspecified),0,0,nt,-1,nt,nt,nt
C[C@@H]1CN([C@@H](C)CO)C(=O)c2cc(NC(=O)Nc3cccc4ccccc34)ccc2O[C@@H](C)CCCCO[C@@H]1CN(C)CC1CCCCC1,3,-4,nt,1,-2,-34[16.7 µM],0
CCOC(=O)C1=C(CSCc2ccccc2)NC(=O)NC1c1cc(C)ccc1C (stereo unspecified),nt,nt,49,4,-4,-5,-4
COc1cccc(/C=C2/Oc3ccccc3N(CC(=O)NCC3CCCO3)C2=O)c1 (stereo unspecified),nt,nt,-62,-6,1,-7,8
Cc1cc(=O)oc2cc(OCC(=O)N3CCC(O)CC3)c(Cl)cc12,-2,3,2,1,2,5,-4
CCCC(=O)N(CCN1CCOCC1)c1nc2c(OCC)cccc2s1,nt,nt,2,0,1,4,6
O=C(CNS(=O)(=O)c1ccc2ccccc2c1)NCCc1ccccn1,-2,1,8,-3,5,3,9
O=C(CCCSc1nc2sc3c(c2c(=O)[nH]1)CCC3)NCCCO,-5,2,11,0,-2,1,-2
OC(c1ccccc1)c1nc(-c2cccc3cccnc23)cs1 (stereo unspecified),-8,-8,5,nt,2,-4,18
COC(=O)[C@@H]1CCCN1Cc1c(C(=O)N2CCCCC2)nc2c(C)cccn12,-5,?,-1,0,1,1,1
Cc1noc(C)c1NC(=O)N(C)C[C@H]1OCCCC[C@@H](C)Oc2ccc(N(C)C)cc2C(=O)N([C@@H](C)CO)C[C@H]1C,-1,-2,11,0,-4,2[16.7 µM],-2
O=C(COC(=O)c1ccc([N+](=O)[O-])o1)c1ccccc1,nt,nt,0,-3,0,5,-1
COc1cccc(C(=O)Nc2nnc(S(=O)(=O)N(C)c3ccccc3)s2)c1,0,1,-7,-13,0,-3,4
COc1ccc(-c2ccc3oc(-c4ccc(OC)cc4)c(C#CCO)c3c2)cc1,0,15,3,nt,2,nt,6
C[C@H]1CN([C@@H](C)CO)C(=O)Cc2cc(NC(=O)Nc3ccccc3)ccc2O[C@H]1CN(C)Cc1ccncc1,nt,nt,-32,nt,nt,-4[16.7 µM],4
CCCCCC(=O)N1C[C@H](n2cc(-c3ccc(F)cc3)nn2)[C@@H](O)C[C@@H]1c1ccc(C)cc1,2,4,11,nt,7,-2,-3
COc1ccc(/C=C2/SC(=S)N(NS(=O)(=O)c3ccc(C)cc3)C2=O)cc1,5,5,3,-4,7,-1,0
CC1CCN(c2ccc([N+](=O)[O-])c(SCCO)c2)CC1,2,-1,nt,7,5,-3,nt
Cc1cccc(C(=O)NNC2=C(C(=O)C(F)(F)F)CCC2)c1O,nt,nt,9,23,nt,-12,-6
COc1ccc(CCNC(=O)c2cc(S(=O)(=O)N(C)C)ccc2N2CCCC2)cc1,1,1,2,30,-3,nt,-5
O=C(NCc1ccccc1)[C@@H]1[C@@H](CO)[C@@H]2Cn3c(cccc3=O)[C@@H]2N1C(=O)C1CC1,1,3,0,-9,-3,3[16.7 µM],2
COCC(C)n1c(C)cc(C(=O)CSc2nnc(-c3ccco3)o2)c1C (stereo unspecified),0,-7,nt,1,nt,-1,nt
CC(C)C#Cc1cnc2c(c1)C(=O)N([C@H](C)CO)C[C@H](C)[C@@H](CN(C)C(=O)Cc1ccncc1)O2,-9,7,10,-2,-1,3[16.7 µM],-3
COc1ccc(/C=C2\SC(=S)N(NS(=O)(=O)c3ccc(C)cc3)C2=O)c(OC)c1,4,4,-1,-9,0,2,5
Cc1cccc(C)c1NCc1n[nH]c(=S)n1-c1ccccc1,0,2,-2,9,0,-4,-3
C[C@@H]1CN([C@@H](C)CO)C(=O)Cc2cc(N(C)C)ccc2O[C@H]1CN(C)S(=O)(=O)c1cccs1,2,3,-1,nt,nt,3[16.7 µM],-6
O=C(Nc1cccc(Cl)c1Cl)c1csc([C@@H]2O[C@H](CO)[C@H](O)[C@H](O)[C@H]2O)n1,0,-3,-3,nt,1,-3,-10
CCOc1ccc(C(=O)NCC(=O)NCCCn2nc(C)cc2C)cc1OCC,1,2,3,-4,3,-4,-1
O=C(C[C@@H]1C=C[C@@H](NS(=O)(=O)c2ccccc2)[C@H](CO)O1)NCc1ccc(Cl)c(Cl)c1,-2,-1,9,-2,-16,nt,4
CCN(CC(=O)Nc1ccc(Br)cc1)C(=O)c1nc2nc(C)cc(C)n2n1,-1,5,8,-2,-1,nt,-3
CCc1oc2ccccc2c1C(=O)c1cc(Br)c(O)c(Br)c1,2,2,6,-3&-6,-3&-2,2,3&0
N#CCCCSc1nnc(Cc2ccc3c(c2)OCO3)o1,nt,nt,8,-17,-4,-6,5
O=C(CCNc1n[nH]c(=O)[nH]c1=O)N1CCCCC1,nt,nt,nt,-3,3,-6,nt
C/C=C/c1ccc(OCCCCN2CC(C)CC(C)C2)c(OC)c1 (stereo unspecified),-2,1,nt,0,-4,nt,0
COc1ccc(NC(=O)C2CCN(C(=O)c3ccccc3)CC2)cc1OC,-2,6,9,9,-1,-5,-1
O=C(Nc1nnc(-c2ccccc2Cl)o1)c1ccco1,nt,nt,nt,-1,-12,-1,-2
C[C@H]1CCCCO[C@@H](CN(C)CC2CCCCC2)[C@@H](C)CN([C@@H](C)CO)C(=O)c2cc(NC(=O)Nc3ccc4c(c3)OCO4)ccc2O1,-1,-16,-39,21,3,-22[16.7 µM],1
CCCCNC(=O)CNC(=S)N(Cc1cc(OC)c(OC)c(OC)c1)C1CCCC1,1,-4,nt,0,-1,-4,nt

Next structures
mol,SIRT5 block,ERp5 inh,C2C12 statin,ARNT-TACC3 inh,Cneo AK release,miR-122 sensor,esBAF inh
O=C(Nc1ccc([N+](=O)[O-])cc1)Nc1nc(-c2ccc(Cl)s2)cs1,-6,-4,nt,5,nt,nt,nt
Cc1ccc(S(=O)(=O)Nc2ccc3c(c2)C(=O)N([C@H](C)CO)C[C@@H](C)[C@@H](CN(C)Cc2ccc(C(=O)O)cc2)OCCCC[C@H](C)O3)cc1,4,-2,nt,-3,37,11[16.7 µM],6
CN(C)CCCNC(=S)N(Cc1cccs1)Cc1cc2cc3c(cc2[nH]c1=O)OCCO3,-1,6,nt,2,nt,-9,nt
COCC(=O)N1C[C@H]2CON(C)[C@H]2C[C@H]1c1ccc(N2CCCCC2)cc1,-9,-10,-7,nt,1,-3,2
NN1C(=O)c2cccc3c(C(=O)O)ccc(c23)C1=O,nt,nt,3,0,-1,-1,4
CCOc1ccc(NC(=O)COc2ccccc2C(=O)NCc2ccccc2)cc1,3,-1,0,0,0,3,-5
N#C/C(=C\c1ccc(F)cc1F)S(=O)(=O)c1ccccn1,-2,nt,7,1,nt,nt,-4
Cc1ccc(/C=N/Nc2ccc3ccccc3n2)o1,-1,2,-22,29,2,1,-62
CN(Cc1c(C(=O)N/N=C/c2c(F)cccc2Cl)nnn1-c1nonc1N)c1ccccc1,-4,0,-8,4,-3,1,-10
Cn1c(=O)oc2cc(NC(=O)CCl)ccc21,-1,-2,nt,22,nt,nt,nt
C[C@H](CO)N1C[C@H](C)[C@@H](CN(C)CC2CC2)OCCCC[C@H](C)Oc2ccc(NS(=O)(=O)c3ccc(F)cc3)cc2C1=O,-1,-8,nt,-8,4,-1[16.7 µM],-4
COc1cccc(S(=O)(=O)N2CCN(c3ccccc3F)CC2)c1,nt,nt,-3,nt,-4,19,3
Cc1noc(C)c1NC(=O)N(C)C[C@H]1Oc2ncc(C#CC3CCCC3)cc2C(=O)N([C@H](C)CO)C[C@H]1C,5,-5,26,2,14,-8[16.7 µM],-6
COc1ccc(CN(C)C[C@@H]2Oc3ccc(NS(=O)(=O)c4ccc(C)cc4)cc3CC(=O)N([C@@H](C)CO)C[C@@H]2C)cc1,5,-2,49,0,11,2[16.7 µM],-1
O=C(C[C@H]1C[C@H]2c3cc(NC(=O)Cc4ccncc4)ccc3O[C@H]2[C@@H](CO)O1)NCCc1ccccc1,-4,4,-3,6,-6,0[16.7 µM],1
COc1ccc(OC)c(NC(=O)COC(=O)COc2c(Cl)cc(Cl)c3ccc(C)nc23)c1,-2,-1,-5,-6,1,-1,-6
Cc1ccc(S(=O)(=O)NC(=O)C2(C)CCN2C(=O)Cc2ccc(Cl)cc2Cl)cc1 (stereo unspecified),0,-3,3,nt,7,nt,0
Cc1ccc(C)c(S(=O)(=O)NCCOC(=O)Nc2sc(=S)n(C)c2C)c1,-3,2,-22,-2,-3,nt,3
COc1ccc(S(=O)(=O)N2CCC(C(=O)NCCC3=CCCCC3)CC2)cc1C,-2,3,nt,2,nt,nt,nt
CC1CC(C)CN(C(=O)COC(=O)c2nccnc2N)C1 (stereo unspecified),-32,5,1,30,3,0,3
Cc1ccccc1CNC(=O)c1csc([C@@H]2C[C@H](O)[C@@H](CO)O2)n1,-1,5,13,nt,-1,nt,-5
C[C@@H](C(=O)OCC(=O)c1ccccc1)N1C(=O)C2CCCCC2C1=O (stereo partly specified),-3,12,0,-7,10,nt,-4
COc1cccc(CNC(=O)C[C@@H]2CC[C@@H]3[C@H](COc4ccc(NC(=O)c5cccs5)cc4C(=O)N3C)O2)c1,0,2,-39,-3,-1,-7[16.7 µM],-3
COCCNC(=S)N(CCc1c(C)[nH]c2ccc(C)cc12)Cc1cccnc1,-3,3,-8,13,-1,-5,-1
CC1(C)CCC(=O)c2ccccc21,nt,1,-4,-11,2,-2,1
COc1ccccc1-c1cc(C(=O)NCCCN2CCOCC2)no1,3,1,-7,-18,5,nt,-4
COc1ccc(C(C)=O)cc1CC(=O)Nc1ccccc1-c1ccccc1,nt,4,4,-6,-1,nt,-13
O=C(CSc1nnc(Cc2cccs2)n1Cc1ccco1)Nc1cccc(Cl)c1,nt,nt,-2,1,1,27,-10

Screening data as filed in PubChem BioAssay.
